CR mimetic SO: reduction of superoxide in aged yeast, primary screen, HTS. AID 2690, 2010. 330,000 compounds, 0.18% hits. S. cerevisiae aged cells, superoxide DHE fluorescence; stronger effect = lower value. superoxide response (% of plate mean), % at 10 µM;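 active means superoxide response under a set limit, about three screen SD below normal, cut at about 65% in these data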;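 further: yeast aged for seven days with compound at 30 °C before DHE staining; 100% = average MFI of all compound-treated wells on the plate with controls excluded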
GRK2 inh: compounds blocking aptamer binding on GRK2 – biochemical, human GRK2, bead flow cytometry, HTS, primary screen; Beta-adrenergic receptor kinase 1 (Homo sapiens), P25098; FAM-aptamer displacement from GRK2; inhibition of aptamer binding, % at 10 µM; 330,000 compounds, 0.59% hits; AID 488847, 2010;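 active means inhibition of aptamer binding above 40%, roughly 3 SD of noise, on plates passing a quality check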;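 further: median bead fluorescence of bound FAM aptamer so fluorescent compounds give negative values; no value below 0 was filed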
Target sequence (P25098 whole entry, looked up): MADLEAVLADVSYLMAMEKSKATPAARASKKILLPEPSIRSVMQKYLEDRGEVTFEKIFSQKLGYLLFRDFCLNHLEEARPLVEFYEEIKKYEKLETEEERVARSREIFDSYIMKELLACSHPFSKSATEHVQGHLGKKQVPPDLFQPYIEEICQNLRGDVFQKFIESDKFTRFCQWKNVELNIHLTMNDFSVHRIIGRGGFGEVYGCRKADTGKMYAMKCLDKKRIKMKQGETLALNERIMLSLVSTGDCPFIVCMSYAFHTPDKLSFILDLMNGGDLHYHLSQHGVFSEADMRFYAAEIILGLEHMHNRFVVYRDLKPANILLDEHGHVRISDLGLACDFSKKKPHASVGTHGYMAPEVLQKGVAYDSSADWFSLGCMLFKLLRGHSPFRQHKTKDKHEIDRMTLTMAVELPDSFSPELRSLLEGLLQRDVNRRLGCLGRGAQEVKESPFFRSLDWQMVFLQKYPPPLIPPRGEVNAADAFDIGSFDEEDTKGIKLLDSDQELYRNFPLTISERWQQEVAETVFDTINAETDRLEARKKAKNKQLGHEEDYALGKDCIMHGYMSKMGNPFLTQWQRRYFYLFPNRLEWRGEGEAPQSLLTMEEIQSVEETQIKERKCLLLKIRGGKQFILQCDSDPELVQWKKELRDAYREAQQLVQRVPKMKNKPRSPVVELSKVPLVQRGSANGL
CIT2 TOR yeast: modulators of CIT2-GFP expression in yeast, primary screen, S. cerevisiae, GFP fusion, multiplex flow cytometry, MLPCN library; 320,000 compounds, 0.065% hits; S. cerevisiae CIT2-GFP strain, 3 h; 100 means same as DMSO wells; GFP response vs DMSO, % at 10 µM;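 active means GFP response relative to DMSO above a set limit, near the screen mean plus 3 SD, cut at about 150% in these data; inconclusive means Fewer than 70 cells measured for a yeast strain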;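 further: ratio of well median GFP fluorescence to mean of DMSO wells on the plate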
VLA-4 inh: inhibition in human VLA-4 binding assay, primary screen, VLA-4 allosteric modulator project, MLPCN library, flow cytometry, VLA-4 expressing cells; 330,000 compounds, 0.2% hits; ligand binding flow cytometry; inhibition, % (about 7 µM as worked out from the volumes in the protocol); in the data active means inhibition above about 50%
MEP2 TOR yeast: modulators of MEP2-GFP levels in yeast, primary screen, S. cerevisiae, multiplex flow cytometry, MLPCN library. S. cerevisiae MEP2-GFP strain, 3 h; 100% = DMSO control level. GFP response vs DMSO, % at 10 µM. 330,000 compounds, 0.51% hits. AID 2016, 2009;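 active means GFP response versus DMSO above a set limit, roughly screen mean plus 3 SD, cut at about 180% in these data; inconclusive means fewer than 70 cells counted for a yeast strain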;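 further: median GFP fluorescence of the barcode-gated MEP2-GFP cells per well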
LAP4-GFP MLPCN: modulators of LAP4-GFP expression in yeast, primary screen, S. cerevisiae, multiplex flow cytometry, MLPCN library | 3 h; median GFP as percent of DMSO wells | AID 2023, 2009 | GFP response vs DMSO, % at 10 µM | 320,000 compounds, 0.34% hits;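 active means GFP response vs DMSO above a set limit, about the screen mean plus 3 SD, cut at about 150% in these data; inconclusive means under 70 cell events counted for the yeast strain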
AGP1-GFP MLPCN: modulators of AGP1-GFP expression in yeast TOR pathway, primary screen, cell-based, multiplex flow cytometry, S. cerevisiae, MLPCN library; 3 h; GFP as percent of DMSO wells; GFP response vs DMSO, % at 10 µM; 320,000 compounds, 0.02% hits; AID 2066, 2009;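 active means GFP response relative to DMSO above a set limit, near screen average plus 3 SD, cut at about 150% in these data; inconclusive means fewer than 70 cells counted for the yeast strain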;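 further: median GFP channel fluorescence of the gated AGP1 strain per well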
RPL19A-GFP yeast: RPL19A-GFP expression modulators in yeast, primary screen, cell-based, S. cerevisiae, multiplex flow cytometry, MLPCN; S. cerevisiae RPL19A-GFP strain, 3 h; stronger effect = lower value; percent response vs DMSO, % at 10 µM; 330,000 compounds, 0.3% hits;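 active means percent response vs DMSO below 50%; inconclusive means fewer than 70 events counted for the yeast strain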;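 further: median channel GFP fluorescence of the barcoded RPL19A-GFP strain; ratio of sample median GFP to plate DMSO average so 100% = DMSO; lower means less RPL19A-GFP as with rapamycin TOR inhibition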
The depositor's hits bear a star; ? = inconclusive; . = no result given; [ ] = remark or other dose.

SMILES | CR mimetic SO | GRK2 inh | CIT2 TOR yeast | VLA-4 inh | MEP2 TOR yeast | LAP4-GFP MLPCN | AGP1-GFP MLPCN | RPL19A-GFP yeast
Cc1ccc(S(=O)(=O)N2CCN(C(=O)CN3C(=O)NC4(CCCC4)C3=O)CC2)c(C)c1 | 101 | 0 | 105 | 7 | 100 | 106 | 109 | 101
Cc1cc(-c2nnc(-c3cccc(Cl)c3)o2)no1 | 101 | 0 | 95 | -7 | 98 | 102 | 94 | 96
CCS(=O)(=O)/N=C(\N)c1ccccc1 | 112 | 0 | 97 | -2 | 107 | 102 | 99 | 105
O=c1[nH]c(CSc2nc3ccccc3o2)nc2c1cnn2-c1ccccc1 | 106 | 0 | 102 | 6 | 100 | 98 | 98 | 95
Cc1ccc(CNC(=O)CCSCc2ccccc2F)cc1 | 86 | 0 | 78 | -14 | 96 | 120 | 96 | 106
COc1ccc(-c2ncc(CN3CCN(CCC(C)C)C(CCO)C3)cn2)cc1 (stereo not drawn) | 120 | 0 | 99 | -5 | 102 | 101 | 107 | 100
Cc1ccc(C)c(N)c1 | 104 | 1 | 87 | 5 | 97 | 91 | 90 | 91
Cc1ccc(C)c(SCC(=O)Nc2oc(C)c3c(C)n[nH]c(=O)c23)c1 | 95 | 0 | 93 | 1 | 100 | 120 | 112 | 102
COCCCN(C(=S)Nc1ccc(C)cc1Cl)C(C)c1ccncc1 (stereo not drawn) | 97 | 0 | 96 | 9 | 102 | 92 | 92 | 102
COc1ccccc1-n1c(SCC(=O)Nc2ccc3c(c2)OCO3)nc2c(c1=O)SCC2 | 87 | 8 | 108 | -12 | 105 | 100 | 106 | 101
Cc1ccc(C(=O)Cc2ccccc2)o1 | 96 | 1 | 111 | 10 | 86 | 93 | 90 | 104
CC(NC(=O)c1ccccc1F)c1cccc2ccccc12 (stereo not drawn) | 97 | 3 | 65 | 16 | 95 | 119 | 84 | 92
Cc1ccc2nc(N3C(=O)C(O)=C(C(=O)c4ccc(C)o4)C3c3ccco3)sc2c1 (stereo not drawn) | 87 | 4 | 87 | -33 | 89 | 99 | 89 | 93
CC/C(=N/Nc1cccc(Cl)c1)c1cnnc(SC)n1 | 104 | 0 | 105 | -15 | 113 | 98 | 104 | 105
COc1ccc(NC(=O)c2cc3c(s2)CCC3)cc1S(=O)(=O)N1CCOCC1 | 79 | 0 | 105 | -9 | 101 | 110 | 109 | 105
O=C(NCCN1CCN(S(=O)(=O)c2ccccc2)CC1)C(=O)Nc1ccc(F)cc1 | 101 | 0 | 111 | -1 | 110 | 94 | 99 | 106
Cc1ccccc1NC(=O)CSc1nnc(-c2ccccn2)o1 | 90 | 12 | 106 | 16 | 96 | 99 | 100 | 97
c1csc(COc2ccccc2CNC2CCCCC2)c1 | 105 | 0 | 103 | -3 | 113 | 104 | 105 | 106
O=C(CSc1nc2ccccc2c(=O)n1-c1ccc(F)cc1F)Nc1ccc2c(c1)CCC2 | 97 | 9 | 101 | 12 | 104 | 91 | 98 | 101
Cc1noc(C)c1S(=O)(=O)N(C)C[C@H]1Oc2ccc(NC(=O)NC3CCCCC3)cc2C(=O)N([C@H](C)CO)C[C@@H]1C | 88 | 0 | 95 | 14 | 102 | 118 | 110 | 98
Nc1cc(N)nc(SCc2cc([N+](=O)[O-])cc3c2OCOC3)n1 | 100 | 0 | 104 | 1 | 106 | 118 | 110 | 104
O=C(NCc1ccncc1)C1CCCN1S(=O)(=O)c1ccc(Cl)cc1 (stereo not drawn) | 97 | 1 | 99 | 0 | 97 | 98 | 102 | 100
CC1(C)CC(=O)C2=C(C1)OC(N)=C(C#N)C2C1C=CCCC1 (stereo not drawn) | 94 | 2 | 95 | 6 | 92 | 91 | 89 | 102
CCOC(=O)CSc1n[nH]c(=O)n1CCc1ccccc1 | 100 | 0 | 99 | 6 | 104 | 95 | 94 | 100
Cc1cc(OCC(=O)N(C)Cc2ccccc2)cc(C)c1Cl | 91 | 3 | 92 | 11 | 96 | 92 | 100 | 102
CCOc1ccc(N(CC(=O)NCCSCc2ccccc2)S(=O)(=O)c2ccccc2)cc1 | 66 | 0 | 91 | 2 | 100 | 85 | 105 | 105
Cc1ccccc1N=C(N)Nc1ccccc1C | 118 | 0 | 90 | 22 | 100 | 97 | 94 | 93
CC1=NN(C(C)C)C(=O)C1 | 77 | 0 | 98 | 8 | 102 | 96 | 96 | 99
CS(=O)(=O)c1ccc2nc(NC(=O)c3ccc(NS(=O)(=O)c4ccc(F)c(F)c4)cc3)sc2c1 | 100 | 0 | 93 | -12 | 97 | 96 | 97 | 97
CCNc1nc(NCC)nc(N(C)N)n1 | 107 | 2 | 94 | 9 | 96 | 92 | 99 | 96
COc1cccc(N(CC(=O)O)S(=O)(=O)c2ccccc2)c1 | 98 | 2 | 98 | 3 | 105 | 106 | 108 | 103
CC1CCc2c(nc3ncnn3c2N2CCN(c3ccccc3F)CC2)C1 (stereo not drawn) | 101 | 0 | 88 | 5 | 92 | 85 | 90 | 93
CN1CC(=O)N2Cc3[nH]c4ccccc4c3C[C@H]2C1=O | 100 | 0 | 113 | 3 | 113 | 104 | 112 | 110
COc1ccc(C(=O)N2CCC(C(=O)Nc3cccc(C)c3)CC2)cc1OC | 103 | 0 | 95 | 23 | 94 | 92 | 98 | 94
COc1cccc(C(=O)NCc2ccco2)c1 | 104 | 2 | ? | 33 | 120[may fluoresce red and violet] | 90[may fluoresce red and violet] | 91[may fluoresce red and violet] | ?
COc1cc(C(O)P(=O)(OC2CCCCC2)c2ccc(N(C)C)cc2)cc(OC)c1OC (stereo not drawn) | 100 | 0 | 105 | 7 | 109 | 114 | 115 | 111
CC(=O)Nc1cccc(NC(=O)CS(=O)(=O)c2cn(CC(=O)N3CCCC3)c3ccccc23)c1 | 101 | 2 | 95 | 5 | 89 | 95 | 98 | 92
Cc1cccc(C)c1NC(=O)CCS(=O)(=O)c1ccc(Br)cc1 | 82 | 2 | 105 | 3 | 104 | 93 | 98 | 101
Cc1ncsc1C(=O)Nc1nc2c(s1)CC(C)CC2 (stereo not drawn) | 85 | 3 | 109 | 3 | 108 | 110 | 103 | 107
Fc1ccc(-[n+]2nc(Nc3ccccc3)sc2-c2c(Cl)cccc2Cl)cc1 | 104 | 2 | 88 | -18 | 84 | 134 | 85 | 94
NNC(=O)c1ccc(Cn2cc(Br)cn2)cc1 | 117 | 0 | 101 | 21 | 97 | 91 | 96 | 102
O=C(NC1=NCCS1)c1ccc(-c2ccc(Cl)cc2)o1 | 91 | 0 | . | -5 | 87 | 94 | 88 | 94
COC(c1ccc(Cl)cc1)(c1ccc(Cl)cc1)C(Oc1nccc(C)n1)C(=O)O (stereo not drawn) | 109 | 0 | 97 | 13 | 104 | 104 | 100 | 101
O=C(CN1C(=O)COc2ccccc21)Nc1ccc(N2CCOCC2)cc1 | 90 | 1 | 105 | 3 | 94 | 96 | 107 | 106
O=C(COC(=O)/C=C/c1ccc(Br)o1)Nc1ccccc1F | 99 | 31 | 92 | -2 | 88 | 102 | 97 | 91
CCCN(CCC)C(=O)COc1cc(=O)n(CC)c2ccccc12 | 92 | 3 | 110 | -6 | 100 | 99 | 102 | 102
O=C(N/N=C/c1ccccc1C(=O)O)c1cccc(S(=O)(=O)N2CCOCC2)c1 | 111 | 1 | 94 | 27 | 92 | 89 | 95 | 97
CC1(C)CC(=O)C(C(C#Cc2ccccc2)C2=C(O)CC(C)(C)CC2=O)=C(O)C1 | 85 | 0 | 103 | 6 | 101 | 117 | 99 | 104
CCOC(=O)C1(CCc2ccccc2)CCN(C(=O)CN2CCOC2=O)CC1 | 89 | 0 | 96 | 0 | 97 | 112 | 93 | 92
O=C(NCc1ccccc1)C(c1ccncc1)N(C(=O)c1csnn1)c1cccc(F)c1 (stereo not drawn) | 104 | 5 | 106 | 10 | 108 | 107 | 105 | 103
O=c1c2ccccc2nc2n1C(CSc1ccc(F)cc1)CS2 (stereo not drawn) | 103 | 0 | 98 | 32 | 92 | 94 | 94 | 94
O=C(c1cc(COc2ccc3ncccc3c2)on1)N1CCC[C@H]1CO | 97 | 0 | 100 | 1 | 98 | 79 | 95 | 108
O=C(Nc1ccc(Cl)cc1)C1CCN(C(=O)c2ccco2)CC1 | 92 | 0 | 101 | 15 | 112 | 111 | 104 | 109
COc1ccc(C2NC(=S)NC3=C2CCc2cc(OC)ccc23)cc1 (stereo not drawn) | 105 | 0 | 92 | -4 | 100 | 110 | 100 | 98
O=[N+]([O-])c1cccc(/C=N/Nc2nc(C(Cl)(Cl)Cl)nc3ccccc23)c1 | 98 | 0 | 93 | 5 | 101 | 107 | 96 | 101
CCCNc1ncnc2sc(C)c(C)c12 | 103 | 1 | 92 | -1 | 96 | ? | 86 | 92
COc1ccccc1-c1c(C)nn2c(-c3ccccc3)cc(C)nc12 | 102 | 3 | 97 | 2 | 93 | 102 | 95 | 97
CC(=O)c1ccc(NC(=O)C(C)OC(=O)CCCN=C2NS(=O)(=O)c3ccccc32)cc1 (stereo not drawn) | 99 | 1 | 94 | -1 | 105 | 101 | 100 | 99
O=C(CCl)Nc1cccc(Oc2ccccc2)c1 | 120 | 1 | 98 | 4 | 101 | 111 | 97 | 92
COC(=O)c1ccc(COc2ccc(/C=C(\C#N)c3nc4ccccc4[nH]3)cc2OC)o1 | 81 | 0 | . | -12 | 110 | 102 | 109 | 112
(continued)
SMILES | CR mimetic SO | GRK2 inh | CIT2 TOR yeast | VLA-4 inh | MEP2 TOR yeast | LAP4-GFP MLPCN | AGP1-GFP MLPCN | RPL19A-GFP yeast
O=C(COc1ccc2c3c(c(=O)oc2c1)CCCC3)N1CCN(c2ccc(F)cc2)CC1 | 80 | 1 | 99 | 8 | 106 | 103 | 102 | 98
c1ccc(Nc2cc(Nc3ccccc3)[nH]n2)cc1 | 102 | 0 | 99 | 0 | 97 | 100 | 102 | 98
COc1ccc(OC)c(CNc2ccc(F)c(Cl)c2)c1 | 110 | 0 | 92 | 3 | 100 | 113 | 95 | 91
CCCCC(=O)Nc1ccc(F)c(Cl)c1 | 91 | 24 | 85 | -7 | 99 | 100 | 94 | 95
O=C(NCCCN1CCOCC1)C(=O)N/N=C/c1cccc2ccccc12 | 86 | 0 | 101 | 0 | 93 | 101 | 91 | 99
CN1/C(=C\C(=O)c2cccs2)C(C)(C)c2ccccc21 | 86 | 0 | 84 | . | 95 | 109 | 94 | 96
N#CC(=C1CCCC1)c1nc(-c2ccccc2)cs1 | 95 | 3 | 93 | 8 | 97 | 100 | 81 | 95
COc1ccccc1NC(=O)CC1C(=O)Nc2c1c(=O)n(C)c(=O)n2C (stereo not drawn) | 103 | 3 | 106 | -2 | 112 | 96 | 107 | 104

Rows are unselected. About 1.7% of those tested had a hit in this group.
